# RMI-FANCM inh: RMI-FANCM interaction inhibition | Fluorescence polarization, RMI core complex with F-MM2 peptide; stronger effect = lower value | FP signal (polarization) at 33 µM | 0.58% of 70,000 active | AID 1159607; in the data active = FP signal below about 40; note: inactives centre near 61; strong numbers were not always called active; unit not given here
# * hit, by the source's call; & = joins results of further samples. An excerpt. The share of hits here may be higher or lower than overall.
Compound	RMI-FANCM inh
COc1ccccc1N1CCN(C(=O)Cn2cnc3c(sc4cccc(Cl)c43)c2=O)CC1	61
CC(C)(C)c1ccc(-c2csc(NC(=O)c3cc(-c4ccccc4)nc4ccccc34)n2)cc1	53
NC(=O)c1cccc(N)c1	52&59
Oc1ccc(-c2nc(-c3ccc4sc5ccccc5c4c3)c(-c3ccccc3)[nH]2)cc1O	63
CCCS(=O)(=O)N1CCN(c2ccc3nnc(CC)n3n2)CC1	66
Nc1ccccc1C(=O)N1CCOCC1	57
Cc1nn(-c2ccc(N3CCN(S(=O)(=O)c4cccc(Br)c4)CC3)nn2)c(C)c1C	54
CC(=O)Nc1ccc(C2=CSC3=NCCN23)cc1	56
CC(=O)N(CCn1cccn1)c1nc2ccccc2s1	63
Fc1ccccc1N1CCN(c2ncnc3scc(-c4ccccc4)c23)CC1	73
O=C(NCCn1cc(SCc2ccc(Cl)cc2)c2ccccc21)c1ccc(Cl)cc1Cl	61
COc1cc2[nH]c3c(=O)n(CC(=O)N4CCN(c5cccc(C)c5C)CC4)cnc3c2cc1OC	60
Nc1ccc2c(c1)N(C(=O)C1CC1)CC2	69
CC(Cc1ccccc1)(NC(=O)CN)c1ccccc1 (stereo unspecified)	59
CCCc1ccc(S(=O)(=O)Nc2ccc3c(c2)NC(=O)C(C)(C)CO3)cc1	64
COc1ccc(OC)c(NC(=O)Cn2c(C)nc3c(sc4ccccc43)c2=O)c1	64
O=C(Cn1c(-c2cccnc2)nc2ccccc21)N1CCCc2ccccc21	62
COc1cc(C)c(S(=O)(=O)n2cnc3cc(C)c(C)cc32)cc1C	60
COc1ccccc1OCC(=O)Nc1cc(-c2cccs2)nn1-c1nc(C)c(C)c(=O)[nH]1	64
O=C(c1cccs1)N1CCC(c2nnc(-c3ccco3)s2)CC1	61
O=C(Nc1nc(-c2ccc(F)c(F)c2)cs1)c1cccs1	55
CCN1CCN(c2cc(=O)n(C3CCCCC3)c(=O)[nH]2)CC1	59
COc1ccc(NC(=O)/C=C/C2=Cc3ccccc3OC2)c([N+](=O)[O-])c1	82
Cc1ccc(C(CNC(=O)C(C)C)N2CCN(C)CC2)cc1 (stereo unspecified)	54
Cc1cccc(C)c1NC(=O)Cn1c(=O)n(CC2CCC(C(=O)NC3CCCC3)CC2)c(=O)c2ccccc21 (stereo unspecified)	66

# Continued; it opens with the five that closed the last part.
Compound	RMI-FANCM inh
O=C(Nc1nc(-c2ccc(F)c(F)c2)cs1)c1cccs1	55
CCN1CCN(c2cc(=O)n(C3CCCCC3)c(=O)[nH]2)CC1	59
COc1ccc(NC(=O)/C=C/C2=Cc3ccccc3OC2)c([N+](=O)[O-])c1	82
Cc1ccc(C(CNC(=O)C(C)C)N2CCN(C)CC2)cc1 (stereo unspecified)	54
Cc1cccc(C)c1NC(=O)Cn1c(=O)n(CC2CCC(C(=O)NC3CCCC3)CC2)c(=O)c2ccccc21 (stereo unspecified)	66
CN(C)CCCNc1nc2ccc(Br)cc2s1	83
CC1=CCS(=O)(=O)C1	63
CCOc1cc(-c2ccc(C)cc2)nc2ccc(C(=O)NCCCN(CC)CC)cc12	94
O=C(Nc1cc(C(F)(F)F)ccc1Cl)c1cccc(-n2cnnn2)c1	64
Cn1nccc1C(=O)Nc1nc(-c2ccc3c(c2)CCCC3)cs1	66
CSC1=NC(c2ccc(N(C)C)cc2)NN1 (stereo unspecified)	57
Cc1nnc(NC(=O)COc2cccc3ccc(N4CCN(C(=O)c5ccco5)CC4)nc23)s1	54
CCOC(=O)c1c(NC(=O)CSc2nnc(C)s2)sc(C)c1C	73
Cc1ccc(NC(=O)NC(=O)Cc2c(F)cccc2Cl)cc1C	56
CN1CCc2cc(C(CNC(=O)C(=O)Nc3nccs3)N(C)C)ccc21 (stereo unspecified)	66
COc1cccc(S(=O)(=O)NCc2ccc(C(=O)N3CCN(c4ccccc4F)CC3)cc2)c1	65
Cc1cc(=O)[nH]c(=S)[nH]1	66&66
CC1(c2ccc3c(c2)OCCO3)NC(=O)NC1=O (stereo unspecified)	63
O=c1oc2c(Cl)cc(Cl)cc2cc1-c1nc2ccccc2[nH]1	40*
Cc1ccc(NC(=O)CSc2ncc(S(=O)(=O)c3ccc(Cl)s3)c(N)n2)cc1F	97
COc1ccccc1C1=NN(c2nc(-c3ccccc3)c3cc(Cl)ccc3n2)C(c2ccco2)C1 (stereo unspecified)	64
CC(=O)Nc1ccc(-n2c(SCC(=O)c3ccc(F)cc3)nc3sc4c(c3c2=O)CCCC4)cc1	71
O=C(/C=C/c1cccs1)N1CCN(c2nc3c(F)cccc3s2)CC1	56
COc1ccc(C(=O)COC(=O)c2ccc3ccccc3n2)cc1	60
Cc1nc2cc(N)ccc2s1	61
Cc1cccc(CC(=O)NCCN2CCN(c3ccccc3)CC2)c1	61
O=C(O)c1ccc(=O)n(Cc2ccccc2Cl)c1	54
COc1cc(NC(=O)CSc2ncc(S(=O)(=O)c3ccc(C)cc3C)c(=O)[nH]2)cc(OC)c1	66
O=c1ccc(-c2cccnc2)nn1CCNS(=O)(=O)c1cccs1	66
Cc1ccc(S(=O)(=O)NCCc2nnc3ccc(N4CCOCC4)nn23)cc1	65
CNc1nn(CC(=O)Nc2cc(Cl)ccc2OC)c(N)c1-c1nc(-c2ccccc2C)no1	72
CCOC(=O)c1cc(NC(=O)CSc2nnnn2-c2ccccc2)cc(C(=O)OCC)c1	67
COc1ccc(-c2csc(CN3CCN(C(=O)c4ccc([N+](=O)[O-])o4)CC3)n2)cc1	61
Cn1c(=O)c2c(SCC(=O)Nc3cc(C(F)(F)F)ccc3Cl)nc(C3CC3)nc2n(C)c1=O	108
COc1ccccc1OCCn1c(C2CC(=O)N(c3cccc(Cl)c3C)C2)nc2ccccc21 (stereo unspecified)	57
Cc1sc(NC(=O)c2ccc(S(=O)(=O)C(C)C)cc2)c(C#N)c1C	56
CC(NC(=O)C(=O)NCc1ccccc1)C(c1cccs1)N1CCN(Cc2ccccc2)CC1 (stereo unspecified)	76
CCCCNC(=O)C(=O)Nc1ccccc1C#N	62
O=C(/C=C/c1ccccc1Cl)N(Cc1ccccn1)c1nc2ccccc2s1	54
CCOC(=O)CSc1nncc(=O)[nH]1	55
COc1cccc(C(=O)Nc2cc(-c3cccs3)nn2-c2nc(C)cc(=O)[nH]2)c1OC	59
CC(=O)c1c(C)oc2c(Cl)cc(NS(=O)(=O)c3cc(C)ccc3C)cc12	59
CCCOc1ccc(S(=O)(=O)Nc2ccc3c(c2)C(=O)N(C)CCO3)cc1C	64
COCCn1c(=NC(=O)CN2C(=O)CCC2=O)sc2cc(Br)ccc21	61
Cc1cc(Cl)ccc1NC(=O)c1ccccc1[N+](=O)[O-]	54
CCc1ccc(-c2cc3c(=O)n(Cc4nc(-c5ccccc5C)oc4C)ccn3n2)cc1	79
COC(=O)c1ccc(/C=C(/C#N)C(=O)Nc2cccc([N+](=O)[O-])c2)cc1	63
NS(=O)(=O)c1cccc(-c2ccc(C3Nc4ccccc4-c4nc5ccccc5n43)o2)c1 (stereo unspecified)	61&78
CCOC(=O)N1CCN(CC(O)COc2ccc(C34CC5CC(CC(C5)C3)C4)cc2)CC1 (stereo unspecified)	64
Cc1nnc(NC(=O)Cn2c(-c3ccncc3)nc3ccccc32)s1	62
Cn1cccc1C(=O)N/N=C\c1c(Cl)cccc1Cl	64
CCn1ccc(C(=O)Nc2nc(-c3ccccc3)c(-c3ccccc3)s2)n1	72
Cc1cc(C(=O)N/N=C\c2cccs2)n[nH]1	58
O=S(=O)(c1ccc(C2CCCCC2)cc1)n1nnc2ccccc21	62
COc1ccc(CCC(=O)Nc2ccc3c(c2)CN(C(=O)c2ccco2)CC3)cc1	73

# Further records follow:
SMILES | RMI-FANCM inh
COc1cc(OC)cc(C(=O)Nc2cc(C)nn2-c2nc(-c3cccs3)cs2)c1 | 109
Cc1cc(C)c2nc(NC(=O)c3cccc([N+](=O)[O-])c3)sc2c1 | 46
CC(C)CC(=O)NCCn1ncc2c(N3CCOCC3)ncnc21 | 65
CCOCC(=O)Nc1ccc2c(c1)CN(C(=O)c1ccco1)CC2 | 68
Cc1sc2ncnc(SCC(=O)Nc3ccc(-c4nc5ccccc5s4)cc3)c2c1C | 90
Cc1ccccc1-c1nnc(SCc2ccc(C(F)(F)F)cc2)o1 | 80
COc1cccc(N2CC(NC(=O)C3c4ccccc4Oc4ccccc43)CC2=O)c1 (stereo unspecified) | 54
O=C(NCCn1ncc2c(=O)n(Cc3cccc(C(F)(F)F)c3)cnc21)C1CCCC1 | 70
Nn1c(-c2cccnc2)n[nH]c1=S | 69
Cc1cc(S(=O)(=O)NCCOc2cccc(C(F)(F)F)c2)ccc1F | 62
CNC(=O)c1c(NC(=O)c2ccc([N+](=O)[O-])o2)sc2c1CCC2 | 69
Cn1c(=NC(=O)CN2C(=O)c3ccccc3C2=O)sc2cc3c(cc21)OCO3 | 90
O=C1CN(C(=O)c2ccccc2I)C(c2ccccc2)c2cc(Cl)ccc2N1 (stereo unspecified) | 60
Cc1cccc(-c2noc(CSc3nc4ccccc4c(=O)n3Cc3ccco3)n2)c1 | 90
COc1cc2c(=O)n(Cc3cccs3)c(=S)[nH]c2c(OC)c1OC | 65
CCCN1CCCc2cc(CCNS(=O)(=O)c3ccc4c(c3)OCCO4)ccc21 | 227
O=C(NNC(=O)c1ccccc1C(F)(F)F)c1ccc(=O)n(Cc2ccc(Cl)cc2)c1 | 62
COC(=O)CSc1c(Cl)cncc1Cl | 56
N#Cc1cnn(-c2nnc(-c3ccc(F)cc3)c3ccccc23)c1N | 74
O=C(Nc1nnc(SCC(=O)N2CCN(c3ccccc3)CC2)s1)c1ccc2c(c1)OCO2 | 64
COc1cc(C)c(C)cc1S(=O)(=O)NCC(c1ccc(N(C)C)cc1)N1CCc2ccccc21 (stereo unspecified) | 19*
CCOC(=O)c1cccc(NC(=O)Cn2ccn3nc(-c4ccc(C)cc4)cc3c2=O)c1 | 119
CC(C)S(=O)(=O)c1ccc(Cc2nnc(NC(=O)C3=COCCO3)o2)cc1 | 64
O=C(NCCn1ncc2c(=O)n(Cc3cccc(F)c3)cnc21)c1ccco1 | 66
CCS(=O)(=O)Nc1ccc(C2=NN(C(=O)c3cccs3)C(c3c(F)cccc3Cl)C2)cc1 (stereo unspecified) | 63
COc1ccc(C2Sc3ccccc3N(CCN(C)C)C(=O)C2OC(C)=O)cc1 (stereo unspecified) | 57
CCOc1ccccc1NC(=O)CSc1nccn2nc(-c3ccc(CC)cc3)cc12 | 103
O=C(Nc1nnc(Cc2ccc(Cl)s2)o1)c1cc2ccccc2oc1=O | 67
O=C(c1ccc(CNS(=O)(=O)c2cccc(Cl)c2)cc1)N1CCN(c2ccccc2F)CC1 | 76
COc1ccc(-n2ccnc(SCC(=O)c3ccc(C)cc3C)c2=O)cc1 | 82

# Molecules above containing a nitro group on carbon, in the order listed:
SMILES | RMI-FANCM inh
COc1ccc(NC(=O)/C=C/C2=Cc3ccccc3OC2)c([N+](=O)[O-])c1 | 82
COc1ccc(-c2csc(CN3CCN(C(=O)c4ccc([N+](=O)[O-])o4)CC3)n2)cc1 | 61
Cc1cc(Cl)ccc1NC(=O)c1ccccc1[N+](=O)[O-] | 54
COC(=O)c1ccc(/C=C(/C#N)C(=O)Nc2cccc([N+](=O)[O-])c2)cc1 | 63
Cc1cc(C)c2nc(NC(=O)c3cccc([N+](=O)[O-])c3)sc2c1 | 46
CNC(=O)c1c(NC(=O)c2ccc([N+](=O)[O-])o2)sc2c1CCC2 | 69

# Remaining list, next part
SMILES | RMI-FANCM inh
COc1cccc(C(=O)Nc2ccc3c(c2)CN(C(=O)c2ccccc2)CC3)c1OC | 70
Cn1ccc(C(=O)N(Cc2ccccc2)c2nc3c(F)cc(F)cc3s2)n1 | 77
COCCN1CCCc2ccc(NS(=O)(=O)c3ccc(C)cc3C)cc21 | 57
Cc1ccc(S(=O)(=O)NC(=O)NNc2ncnc3scc(-c4ccccc4)c23)cc1 | 54
O=C(Nc1ccccc1)Sc1ccc(F)cc1F | 57
CN(C)c1ccc(NC(=O)c2sc3ccccc3c2Cl)cc1 | 64
Cc1ccc(OCCn2c(CN3CCCCC3)nc3ccccc32)cc1C | 67&76
Cc1cccc(CC(=O)NCCOc2ccc(F)cc2)c1 | 60
COc1ccc(OC)c2sc(N3CCN(C(=O)C(C)C)CC3)nc12 | 53
O=C1C2C3c4ccccc4C(c4ccccc43)C2C(=O)N1/N=C\c1ccco1 (stereo unspecified) | 68
COc1ccc(N2CC(c3nc4ccccc4n3CC(O)COc3cccc(C)c3)CC2=O)cc1 (stereo unspecified) | 60
COc1ccc(N2CCN(C(=O)C(=O)Nc3cc(Cl)ccc3C#N)CC2)cc1 | 49
NS(=O)(=O)c1ccc(CCNC(=O)Cc2csc(NC(=O)Nc3ccccc3)n2)cc1 | 58
Cn1c(=O)n(Cc2ccc(F)cc2)c(=O)c2c(N3CCN(C(=O)C4CC4)CC3)ccnc21 | 65
Cc1cc(F)ccc1S(=O)(=O)N1CCCOC1CNC(=O)C(=O)NCc1ccccc1Cl (stereo unspecified) | 74
CCCCC(=O)Nc1nc2c(OC)ccc(C)c2s1 | 60
Cc1ccc(/C=N\NC(=O)CNC(=O)COc2ccc(Cl)cc2)o1 | 62
CCC(=O)Nc1nnc(SCc2cc(=O)c(OC(=O)c3cccs3)co2)s1 | 52
CCOC(=O)c1c(NC(=O)c2ccc(F)cc2)c2cc([N+](=O)[O-])ccc2n1C | 63
O=C(Nc1nc2ccc(Cl)cc2s1)c1cccs1 | 59
O=C(CSc1nnc(NC(=O)C2CC(=O)N(c3ccc(F)cc3)C2)s1)Nc1ccc([N+](=O)[O-])cc1 (stereo unspecified) | 61
CC(C)(CC(=O)O)CC(=O)NNc1ncccc1C#N | 54
O=c1[nH]c(=S)c2c(n1Cc1cccnc1)CCCC2 | 67
OC(COC12CC3CC(CC(C3)C1)C2)CN1CCN(c2cccc(C(F)(F)F)c2)CC1 (stereo unspecified) | 67
O=C(c1ccc(-c2cccs2)s1)c1ccc(F)cc1F | 121
CC(C)c1nc(CN(C)C(=O)N[C@H](C(=O)N[C@@H](Cc2ccccc2)C[C@H](O)[C@H](Cc2ccccc2)NC(=O)OCc2cncs2)C(C)C)cs1 | 59
